Bioassay records: PubChem BioAssay, several laboratories
aDG glyco up: activators of alpha-DG glycosylation, primary screen, uHTS, Pro5-aDG cells, AlphaScreen | alpha-DG glycosylation AlphaScreen (IIH6); 0% Pro5, 100% B10-LARGE cell signal | activation, % at 10 µM | 0.22% of 360,000 active | AID 624168, 2012;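 active = activation of at least 8% versus controls, or a plate z-score of at least 8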;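 note: Pro5 are CHO cells carrying HIG-tagged alpha-DG that lacks glycosylation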
H9c2 protect: cardioprotection against H2O2-induced cell death, primary screen, uHTS, H9c2 cells, ATPLite luminescence; protection from H2O2 cell death, % at 20 µM; H9c2 cardiomyocytes, H2O2 injury protection, 2 h; AID 588492, 2011; 0.63% of 360,000 active;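 active = compounds giving at least 50% protection of heart cells from peroxide-induced death in the single-dose screen, raw or plate-pattern-corrected value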;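 note: 0% = DMSO wells with peroxide and 100% = DMSO wells without peroxide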
CaV13 ICDI inh: Primary screen for inhibitors of IQ motif and Ca2+-dependent inactivation inhibitor domain binding in CACNA1D, Förster resonance energy transfer in living cells, …; HEK cells, CFP/YFP FRET ICDI-IQ, plate reader, 10 min; percent FRET-ratio fall versus neutral wells; inhibition, % at 12.3 µM; 0.098% of 340,000 active; AID 743397;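 active = mean replicate inhibition of at least 30% and at least 1% of replicates passing that level; inconclusive = only one of the two criteria is met; inactive = neither criterion is met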;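 note: 0% = median of the neutral control wells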
Glyco luc inh: increase of ERlucT glycosylation luciferase signal, primary screen, N-linked glycosylation inhibitor project, D54 ERlucT cells, luminescence, set 2; D54 ERlucT glycosylation luciferase reporter, 24 h; percent of 100 nM tunicamycin response; reporter increase, % at 12.5 µM; 0.23% of 360,000 active; AID 588692, 2011;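 active = mean luciferase reporter signal, scaled so untreated is 0 and the glycosylation-blocking control 100, at or above a set limit in every replicate; inconclusive = mean reaches the limit but not every replicate does; inactive = mean below the limit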;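 note: luciferase carries N-glycosylation sites so blocking glycosylation raises the light; 0% = median of neutral control wells and 100% = median of 100 nM tunicamycin wells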
MC4R barr agon: MC4R agonists recruiting beta-arrestin, primary screen, cell-based, luminescence, agonist arm of biased-ligand search. Melanocortin receptor 4 (Homo sapiens), P32245. U2OS MC4R beta-arrestin complementation; percent of melanotan II response, DMSO zero. activation, % at 8.9 µM. 0.98% of 360,000 active. AID 540308, 2011;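 active = activation above a per-plate cutoff, the mean activation of sample wells on that plate plus 3 SD, cut at about 8% in these data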
Target sequence (P32245 whole entry, looked up): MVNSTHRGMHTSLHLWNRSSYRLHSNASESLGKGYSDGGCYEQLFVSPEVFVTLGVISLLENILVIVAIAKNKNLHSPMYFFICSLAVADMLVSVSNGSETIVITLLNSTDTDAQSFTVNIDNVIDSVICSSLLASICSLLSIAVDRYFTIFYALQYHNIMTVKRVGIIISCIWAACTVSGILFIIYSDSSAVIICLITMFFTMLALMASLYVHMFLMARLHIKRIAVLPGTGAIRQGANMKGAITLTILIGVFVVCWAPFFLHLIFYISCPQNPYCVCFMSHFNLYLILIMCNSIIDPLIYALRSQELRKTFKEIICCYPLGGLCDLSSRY
PDI turbidity: inhibitors of human PDI, primary screen, biochemical, turbidity, single point, plate reader; Protein disulfide-isomerase (Homo sapiens), P07237; 0.052% of 350,000 active; PDI insulin aggregation turbidity, A650, 90 min; inhibition, % at 10 µM;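 active = mean inhibition across replicates of 30% or more, whatever share of single replicates reach that level; inconclusive = mean inhibition below 30% while every single replicate reaches 30%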;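 note: absorbance from insulin aggregation driven by PDI reduction with DTT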
ABCB6 inh MLPCN: ABCB6 transporter inhibitors, primary screen, K562-ABCB6 cells, flow cytometry, MLPCN library | ATP-binding cassette sub-family B member 6 (Homo sapiens), Q9NP58 | K562-ABCB6 porphyrin accumulation, 1 h; stronger effect = lower value | fluorescence ratio to DMSO, % at 10 µM | 0.19% of 360,000 active | AID 602162, 2011;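 active = fluorescence ratio to DMSO below 75%, the collection mean minus 3 SD; inconclusive = too few cells collected in the well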;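 note: signal is porphyrin accumulated inside mitochondria; 100% equals median channel fluorescence of DMSO control wells; lower ratio means ABCB6 inhibition with less porphyrin fluorescence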
MC4R antagonist: MC4R antagonists of cAMP signaling, primary screen, cell-based, TR-FRET, antagonist arm of biased-ligand search. Melanocortin receptor 4 (Homo sapiens), P32245. MC4R-expressing cells, MTII-stimulated cAMP, LANCE TR-FRET. inhibition, % at 6.5 µM. 0.48% of 360,000 active;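 active = inhibition above its plate's cutoff, the mean of tested wells on that plate plus 3 SD, cut at about 29% in these data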;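 note: 0% = Melanotan II alone and 100% = Melanotan II plus saturating MCL0020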
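System: U2OS cells stably expressing human melanocortin 4 receptor (MC4R). Reagent: Melanotan II challenge after compound preincubation. Doses: 6.5 µM. Times: 30-min compound, 1-h challenge, 1-h detection, room temperature. Measured by: TR-FRET with Eu-cAMP and labeled anti-cAMP, 671 nm. Replicates: singlicate.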
HTR2A ag: mouse Htr2a agonists via beta-arrestin recruitment, primary screen, cell-based, luminescence; AID 624169, 2012; activation, % at 7.6 µM; CHO-K1 mHTR2A beta-arrestin complementation; percent of 30 µM serotonin response; 0.66% of 360,000 active;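 active = activation above a run cutoff, the mean activation of all tested compounds plus 3 SD, cut at about 14% in these data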;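 note: 0% = plate median of compound wells and 100% = 30 µM serotonin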
Target sequence (P35363 whole entry, looked up): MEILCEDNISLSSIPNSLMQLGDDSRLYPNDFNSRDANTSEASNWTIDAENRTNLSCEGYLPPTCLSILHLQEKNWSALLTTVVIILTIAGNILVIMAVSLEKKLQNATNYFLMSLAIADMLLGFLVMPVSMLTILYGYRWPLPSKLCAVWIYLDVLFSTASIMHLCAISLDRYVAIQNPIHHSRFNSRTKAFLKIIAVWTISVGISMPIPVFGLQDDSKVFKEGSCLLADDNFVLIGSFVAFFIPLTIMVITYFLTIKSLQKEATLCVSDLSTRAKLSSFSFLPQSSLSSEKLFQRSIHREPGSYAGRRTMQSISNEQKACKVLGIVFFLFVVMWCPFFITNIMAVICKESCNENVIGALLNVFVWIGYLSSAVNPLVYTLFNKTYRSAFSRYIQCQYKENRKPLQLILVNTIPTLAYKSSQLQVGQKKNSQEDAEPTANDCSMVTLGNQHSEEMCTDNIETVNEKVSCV
Vif imaging: HIV Vif self-association inhibitors, primary screen, imaging, HEK293T, single point; inhibition, % at 7.49 µM; AID 602346, 2012; 0.35% of 340,000 active; HEK293T cells, Vif self-association by quenched fluorescence, 24 h; in the data active = inhibition above about 50%, passing the limit was not always enough; inconclusive = no clear call, values can overlap the other calls; inactive = below about 31%; note: some results filed as inactive read as strong as hits
* hit, by the source's call; ? = inconclusive; . = no result given.

1	CC(C)(C)C(=O)COC(=O)c1cc2ccccc2cc1O
2	C/C(CC(C)(C)c1ccccc1)=N\NS(=O)(=O)c1ccccc1
3	COc1cc(C)c(C#N)c(OC)n1
4	CN1C(=O)[C@@H]2[C@@H]3C[C@@H]([C@H]4ON=C(c5ccc(Cl)cc5)[C@@H]34)[C@@H]2C1=O
5	O=C(NN1C(=O)C2C3C=CC(C3)C2C1=O)c1ccco1 (configuration not stated)
6	Cc1ccc(CN2CCN(Cc3ccccn3)CC2CCO)cc1 (configuration not stated)
7	COc1cc2c(cc1OC)C(C(=O)Nc1ccccc1N1CCN(C)CC1)C1c3ccccc3CCN1C2=O (configuration not stated)
8	COc1ccc(Br)cc1S(=O)(=O)N1CC(C)OC(C)C1 (configuration not stated)
compound no.	1	2	3	4	5	6	7	8
aDG glyco up	-0.1	0.2	-0.1	-0.3	0.0	-0.2	0.1	0.0
H9c2 protect	-11	-4	14	0	2	6	10	0
CaV13 ICDI inh	-4	-4	-1	-3	-5	-6	-6	-3
Glyco luc inh	0	2	3	-2	-1	1	4	0
MC4R barr agon	1.4	-1.2	-1.3	0.4	-0.8	-1.7	-2.9	-0.9
PDI turbidity	10	-8	1	-5	-1	-1	-7	-3
ABCB6 inh MLPCN	98	99	90	89	100	102	102	94
MC4R antagonist	-1	7	17	3	14	6	4	-1
HTR2A ag	-5	-1	-4	5	4	0	2	1
Vif imaging	-11	8	9	2	0	-2	1	3

From no. 1 to 3, as listed above:
1	CC(C)(C)C(=O)COC(=O)c1cc2ccccc2cc1O
2	C/C(CC(C)(C)c1ccccc1)=N\NS(=O)(=O)c1ccccc1
3	COc1cc(C)c(C#N)c(OC)n1
compound no.	1	2	3
aDG glyco up	-0.1	0.2	-0.1
H9c2 protect	-11	-4	14
CaV13 ICDI inh	-4	-4	-1
Glyco luc inh	0	2	3
MC4R barr agon	1.4	-1.2	-1.3
PDI turbidity	10	-8	1
ABCB6 inh MLPCN	98	99	90
MC4R antagonist	-1	7	17
HTR2A ag	-5	-1	-4
Vif imaging	-11	8	9

(further entries)
9	O=C(Nc1ccc(CCC(=O)N2CCCC2)cc1)c1ncn[nH]1
10	COc1ccc(C(CNC(=O)c2cccc(S(=O)(=O)N3CCOCC3)c2)N2CCCC2)cc1 (configuration not stated)
11	Cc1ccc(/C=N\NC(=O)c2cc([N+](=O)[O-])cc([N+](=O)[O-])c2)o1
12	Cc1ccc(NC(=O)CCNC(=O)c2ccc([N+](=O)[O-])cc2)cc1S(=O)(=O)N(C)C
13	CCc1cc2c3c(c1)C(C)CC(C)(C)N3C(=O)C2=O (configuration not stated)
14	COc1cccc(-c2nnc3sc(-c4ccccn4)nn23)c1
15	Cc1ccc(-c2nc3ccccc3s2)cc1NC(=O)c1ccc2c(c1)OCO2
16	C/C(=N\NC(=O)CN1CCN(c2ccc(F)cc2)CC1)c1ccco1
compound no.	9	10	11	12	13	14	15	16
aDG glyco up	-0.1	-0.1	-0.1	-0.4	0.1	-0.3	-0.1	0.0
H9c2 protect	-5	6	-2	3	-4	88*	-2	-1
CaV13 ICDI inh	-3	-14	-3	-4	-4	.	-6	-4
Glyco luc inh	-1	0	0	0	7	1	2	0
MC4R barr agon	-2.6	2.4	-1.7	0.9	-3.4	1.8	-1.5	-1.4
PDI turbidity	-1	-1	1	7	8	-13	22	-6
ABCB6 inh MLPCN	99	98	98	96	91	99	92	97
MC4R antagonist	-5	-4	0	-9	-28	-5	38*	-7
HTR2A ag	-1	-1	1	5	-2	0	-2	-5
Vif imaging	18	2	-7	-8	7	15	-1	-5

17	CC1=CC(C)(C)n2c(O)c(N=NC(N)=S)c3cccc1c32
18	O=[N+]([O-])c1cc(S(=O)(=O)N2CCOCC2)ccc1OCc1cccc(Cl)c1
19	COc1cc(OC)cc(-c2c(C#Cc3ccsc3)c3cc(-c4ccc5c(c4)OCO5)ccc3n2C)c1
20	O=[N+]([O-])c1ccc(Sc2ccncn2)c([N+](=O)[O-])c1
21	Cc1cc(=O)oc2cc(OCC(=O)OCC(=O)N(CCC#N)c3ccccc3)ccc12
22	COc1ccc(NC(=O)COC(=O)c2ccc(OCc3c(C)noc3C)cc2)cc1OC
23	COC(=O)c1ccc(CNC(=O)C2CCC(=O)N(CCc3ccccc3)C2)cc1 (configuration not stated)
24	COCCCNc1ncnc2c1nc1n2CCCC1
compound no.	17	18	19	20	21	22	23	24
aDG glyco up	-0.3	-0.3	-0.3	-0.2	0.0	0.0	-0.1	0.0
H9c2 protect	-5	-11	-3	-19	7	-1	3	7
CaV13 ICDI inh	-6	-3	-13	-6	-7	-4	-3	-3
Glyco luc inh	0	-2	2	?	0	7	-1	0
MC4R barr agon	11*	-0.1	0.4	-1.0	-1.5	-1.6	-2.6	1.6
PDI turbidity	-1	-1	-11	-7	-1	2	-9	1
ABCB6 inh MLPCN	93	95	100	95	95	100	108	96
MC4R antagonist	9	1	4	3	20	6	2	4
HTR2A ag	3	-1	6	0	-5	7	0	0
Vif imaging	10	-13	5	0	10	-9	1	-21

25	COc1ccc(CNC(=O)N2CCN(c3cccc(Cl)c3)CC2)cc1OC
26	CSc1cccc(NC(=S)N2CCC(N(C)C3CCCCCC3)CC2)c1
27	O=C(O)c1cc(S(=O)(=O)NCC2CCCO2)ccc1Cl (configuration not stated)
28	CC(C)(O)C#Cc1ccc(CN2CCCC(CO)(Cc3cccc(Cl)c3)C2)cc1 (configuration not stated)
29	CN(C)c1ccc(C(=O)c2ccc(O)cc2O)cc1
30	COc1ccc(COc2ccc3ccc(=O)oc3c2)cc1
31	Cc1ccc(Cn2c(=O)c3ccccc3n3c(CCC(=O)O)nnc23)cc1
32	Cc1ccc(C)c(S(=O)(=O)/N=C(/Nc2ccccc2)c2ccccc2)c1
compound no.	25	26	27	28	29	30	31	32
aDG glyco up	0.3	-0.1	0.1	3.1	-0.6	0.2	0.1	0.9
H9c2 protect	2	-4	0	-7	-10	-7	-12	-4
CaV13 ICDI inh	-3	-5	-5	6	.	-4	-11	-6
Glyco luc inh	0	1	2	-2	-2	-2	0	-9
MC4R barr agon	-2.1	0.0	0.6	0.6	-1.6	0.9	-0.8	0.8
PDI turbidity	1	-5	1	-3	2	10	.	13
ABCB6 inh MLPCN	105	101	97	98	98	91	95	96
MC4R antagonist	-7	-4	2	7	-10	2	4	11
HTR2A ag	2	-5	8	-4	-2	-6	2	-6
Vif imaging	25	-12	12	-4	-16	-12	-1	-6

33	Cc1nn(Cc2ccccc2Cl)c(C)c1C(=O)NC1=NCCS1
34	CCOC(=O)c1sc(NC(=O)CCN2C(=O)c3ccccc3C2=O)c(C(=O)OCC)c1C
35	COc1cc(NC(=O)c2cccnc2)ccc1NC(=O)c1ccccc1Cl
36	CCOC(=O)N1CCN(S(=O)(=O)N2CCCC(C(=O)NCCCN3CCCCC3CC)C2)CC1 (configuration not stated)
37	COc1ccccc1N1CCN(C2CCCN(C(=O)CCC(=O)N(C)C)C2)CC1 (configuration not stated)
38	CCN1C(=O)[C@H]2[C@H]3CN=C(SCc4ccc(Cl)cc4)N3[C@@](C)(C(=O)OC)[C@H]2C1=O
39	CCCNC(=O)CN(C)S(=O)(=O)c1c(C)cc(C)cc1C
40	Cn1c(=O)cc(OCC(=O)NCCCN2CCN(c3ccccc3F)CC2)c2ccccc21
compound no.	33	34	35	36	37	38	39	40
aDG glyco up	1.3	0.7	0.0	-0.2	0.1	-0.3	0.1	-0.4
H9c2 protect	6	5	-1	-1	6	23	-2	19
CaV13 ICDI inh	.	-2	-7	-6	-5	-4	-5	-5
Glyco luc inh	1	2	0	-1	-1	2	0	4
MC4R barr agon	-2.4	-1.8	0.1	-3.7	0.0	1.1	-0.4	-0.2
PDI turbidity	9	7	1	-6	-2	2	-1	3
ABCB6 inh MLPCN	95	97	95	95	97	101	174	100
MC4R antagonist	-1	0	-7	-1	4	4	1	0
HTR2A ag	9	-2	1	5	-4	6	-1	25*
Vif imaging	.	4	-3	3	-4	2	.	-9

41	C1=C(N2CCOCC2)/C(=C/c2nc3ccccc3[nH]2)CC1
42	CCCOc1ccc(-c2nn(-c3ccccc3)cc2/C=C2\SC(N)=NC2=O)cc1
43	Cc1cc(Cl)ccc1NC(=O)CCCN1C(=O)CCC1=O
44	CN(Cc1c(C(=O)N/N=C/c2cccs2)nnn1-c1nonc1N)c1ccccc1
45	Cc1ccc(C)n1-c1nn(S(=O)(=O)c2ccccc2)c2cccc(F)c12
46	Cc1ccc(-c2[nH]ncc2/C=N/n2c(COc3ccccc3C)nc3ccccc3c2=O)cc1
47	COc1cccc(-c2cc3nc(-c4ccccc4)cc(N4CCCC(O)C4)n3n2)c1 (configuration not stated)
48	Cc1ccccc1/C=N/NC(=O)CSc1nc2ccccc2o1
compound no.	41	42	43	44	45	46	47	48
aDG glyco up	-0.4	-0.2	0.3	-0.2	-0.2	-0.6	0.3	0.0
H9c2 protect	34	-2	4	-5	-9	14	22	0
CaV13 ICDI inh	.	-7	-3	-8	-20	-4	-4	-5
Glyco luc inh	0	-4	1	1	-6	7	0	2
MC4R barr agon	1.2	-0.7	-2.1	-2.3	1.7	19*	-0.1	-1.0
PDI turbidity	-4	-3	-2	15	10	-2	5	5
ABCB6 inh MLPCN	117	103	94	100	99	98	94	106
MC4R antagonist	-4	8	0	2	8	4	9	6
HTR2A ag	3	-2	3	1	3	0	-2	-2
Vif imaging	-8	-3	-7	21	-5	-17	-9	-2

49	O=C(CC(CC(=O)c1ccccc1)c1ccncc1)c1ccccc1
50	O=C(NCC(c1cccs1)N1CCOCC1)c1ccc(Br)o1 (configuration not stated)
51	O=C(C1CC1)N1CCc2cc(Br)cc(S(=O)(=O)NCc3ccccn3)c21
52	COc1cc(C(=O)OCC(C)=O)ccc1OCc1c(C)noc1C
compound no.	49	50	51	52
aDG glyco up	0.7	-0.4	0.1	-0.1
H9c2 protect	2	2	-2	3
CaV13 ICDI inh	-6	-3	.	.
Glyco luc inh	-2	7	0	24
MC4R barr agon	-1.3	-1.2	-1.3	-0.8
PDI turbidity	-4	-3	4	-1
ABCB6 inh MLPCN	99	98	93	98
MC4R antagonist	-1	15	7	10
HTR2A ag	-4	5	2	4
Vif imaging	?	8	10	18

No enrichment for hits. About 3.6% of those tested had a hit in this group.
